Screening data as filed in PubChem BioAssay.
RmlCD inh 1536 – inhibitors of Mycobacterium tuberculosis RmlC and RmlD coupled enzymes | AID 1533 | RmlC+RmlD coupled enzyme assay, percent inhibition; primary screen in compound mixtures | P9WH09+P9WH11 | hit rate 0.03% among 160,000 | inhibition, % at 3.6 µM; in the data active = inhibition mostly above about 34%, no sharp cut-off; inconclusive = no clear call, values can overlap the other calls; inactive = mostly below about 22%; note: some results filed as inactive read as strong as hits
Target sequence (P9WH09 whole entry, looked up): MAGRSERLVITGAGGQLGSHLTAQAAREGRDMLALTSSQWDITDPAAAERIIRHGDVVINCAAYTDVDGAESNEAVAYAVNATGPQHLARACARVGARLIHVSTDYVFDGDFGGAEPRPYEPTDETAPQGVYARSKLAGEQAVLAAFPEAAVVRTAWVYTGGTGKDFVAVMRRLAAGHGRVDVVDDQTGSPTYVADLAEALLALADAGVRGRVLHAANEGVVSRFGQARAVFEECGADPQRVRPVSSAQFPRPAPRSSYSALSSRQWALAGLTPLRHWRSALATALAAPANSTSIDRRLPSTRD
Target sequence (P9WH11 whole entry, looked up): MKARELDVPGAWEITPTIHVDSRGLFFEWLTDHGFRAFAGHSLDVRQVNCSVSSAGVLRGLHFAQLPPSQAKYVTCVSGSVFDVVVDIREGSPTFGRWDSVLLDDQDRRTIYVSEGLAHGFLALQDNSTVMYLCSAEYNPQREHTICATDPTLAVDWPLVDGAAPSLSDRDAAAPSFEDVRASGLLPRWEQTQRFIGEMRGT
GlmU inhibition – inhibition of mycobacterial GlmU enzyme – biochemical, glucosamine-1-phosphate acetyltransferase (AID 1376); M. tuberculosis GlmU acetyltransferase enzyme assay; higher % means a stronger effect; hit rate 0.25% among 220,000; inhibition, %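 (tested at 30 µM in the primary screen)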; hits with a dose series show IC50 in µM; in the data active = inhibition above about 13%; inconclusive = no clear call, values can overlap the other calls;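 note: 0% = complete reaction with vehicle and 100% = reaction without substrate; strong numbers were not always called active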
The depositor's hits bear a star; ? = inconclusive; · = no result given. A portion of the library. The share of hits here may be higher or lower than overall.

Second line of a record: RmlCD inh 1536	GlmU inhibition
Cc1c(-c2nc(-c3cccnc3)no2)cccc1[N+](=O)[O-]
    0	-0.8%
CCOc1ccc(N2CC(C(=O)NCCc3ccc(OC)c(OC)c3)CC2=O)cc1 (stereo unspecified)
    6	0.7%
COc1ccc(CNCCNC(=O)c2cccs2)c(OC)c1OC
    4	-0.8%
CCOC(=O)c1c(-c2ccccc2)csc1NC(=O)CSc1nc(N)cc(N)n1
    6	1.6%
Cc1nc(-c2ccccc2)nc2sc(C(=O)c3ccc(F)cc3)c(N)c12
    24	5.2%
CCN(CC)CCNC(=S)Nc1ccc(F)cc1
    -6	1.2%
CCOC(=O)Cc1csc(NC(=O)C(C)Oc2ccc3c(C)cc(=O)oc3c2)n1 (stereo unspecified)
    ·	-9.1%
CC(C)NC(=S)N1CCN(C(c2ccccc2)c2ccccc2)CC1
    24	0.0%
CCOC(=O)c1cnc2sc3c(n2c1=O)CCCC3
    2	4.5%
CCCn1c(=O)c(C(=O)NNS(=O)(=O)c2ccc(C)cc2)c(O)c2ccccc21
    -7	8.0%
O=C(NCc1ccc(F)cc1)c1c2c(nc3ccccc13)CCN(Cc1ccccc1)C2
    8	-1.6%
CN(C)S(=O)(=O)c1ccc(C(=O)NCC(C)(C)N2CCOCC2)cc1
    ·	-2.7%
O=C(CCc1ccccc1)Nc1nncs1
    17	1.9%
COc1ccc(C(=O)CSc2nnc(C(CO)NC(=O)c3ccc(OC)cc3)n2C)cc1 (stereo unspecified)
    35	-0.2%
O=C(COC(=O)CNC(=O)c1cccc([N+](=O)[O-])c1)Nc1nc2ccccc2s1
    -7	-3.8%
CCCn1c(NCc2ccco2)nc2ccccc21
    0	5.8%
O=C1c2ccccc2-c2nc3ccccc3nc21
    11	1.1%
COc1ccc(OCC(=O)NNC(=O)c2cccc(C)c2)cc1
    ·	0.5%
O=[N+]([O-])c1ccc2c(c1)C(N1CCOCC1)/C(=C/COc1ccc(F)cc1)O2 (stereo unspecified)
    15	0.2%
O=C(Nc1ccc2c(c1)OCCO2)c1cc2sccc2n1Cc1ccc(F)cc1
    -4	0.7%
CC(C)NC(=O)N1CCCN(c2nc3ccc(Cl)cc3s2)CC1
    6	1.5%
O=C(c1ccccc1-n1cccn1)N1CCc2c([nH]c3ccccc23)C1c1ccccn1 (stereo unspecified)
    ·	0.4%
CC(=O)Nc1ccc(NC(=O)CSc2nnc(COc3ccccc3C)n2CC2CCCO2)cc1 (stereo unspecified)
    7	4.5%
COc1ccc(/C=C(/C#N)C(=O)Nc2cccnc2)cc1OC
    ·	0.9%
Cc1nn(-c2ccc([N+](=O)[O-])cc2)c2c1C(c1ccc(OC(F)F)cc1)N1C(=N2)C(=O)Nc2ccccc21 (stereo unspecified)
    5	-8.5%
COc1cccc(CN2CCN(C3CCN(c4ccccc4F)CC3)CC2CCO)c1 (stereo unspecified)
    -5	-1.6%
CCOc1cc(NC(=S)NCCc2ccccc2)c(OCC)cc1NC(C)=O
    3	8.0%
S=C(c1ccc(-c2ccc(Cl)cc2Cl)o1)N1CCCC1
    -3	-0.2%
COc1ccc(CCNC(=O)COC(=O)Cn2cnc3ccccc32)cc1OC
    18	0.9%
N#Cc1cccnc1Oc1ccccc1
    ·	3.0%

As entered above:
`CC(C)NC(=O)N1CCCN(c2nc3ccc(Cl)cc3s2)CC1` @ RmlCD inh 1536: 6
`S=C(c1ccc(-c2ccc(Cl)cc2Cl)o1)N1CCCC1` @ RmlCD inh 1536: -3
`Cc1nn(-c2ccc([N+](=O)[O-])cc2)c2c1C(c1ccc(OC(F)F)cc1)N1C(=N2)C(=O)Nc2ccccc21` (stereo unspecified) @ RmlCD inh 1536: 5
`CC(=O)Nc1ccc(NC(=O)CSc2nnc(COc3ccccc3C)n2CC2CCCO2)cc1` (stereo unspecified) @ GlmU inhibition: 4.5%
`N#Cc1cccnc1Oc1ccccc1` @ GlmU inhibition: 3.0%
`COc1ccc(CCNC(=O)COC(=O)Cn2cnc3ccccc32)cc1OC` @ GlmU inhibition: 0.9%
`O=C(c1ccccc1-n1cccn1)N1CCc2c([nH]c3ccccc23)C1c1ccccn1` (stereo unspecified) @ GlmU inhibition: 0.4%

The results go on:
Second line of a record: RmlCD inh 1536	GlmU inhibition
CCc1nnc(NC(=O)C2Cc3ccccc3CN2S(=O)(=O)c2ccc(C)cc2)s1 (stereo unspecified)
    ·	-2.4%
CC/C(O)=C(\C#N)c1nnc2n1CCCCC2
    -12	-0.6%
C/C(=N\NC(=O)c1cccnc1)c1ccc(-n2ccnc2)cc1
    ·	1.6%
COCCn1nnnc1CN1CCN(c2cccc(C(F)(F)F)c2)CC1
    ·	2.6%
CC1(C)CC2=C(CO1)C(=S)NC(c1ccccc1)N2CC1CCCO1 (stereo unspecified)
    6	5.2%
O=C(Nc1ccccc1)c1ccc(NCC2CCCO2)c(S(=O)(=O)N2CCOCC2)c1 (stereo unspecified)
    -9	-0.9%
CCCC(NC(=O)c1c(C)noc1C)C12CC3CC(CC(C3)C1)C2 (stereo unspecified)
    9	5.0%
O=C(O)c1ccc(N=NN2CCCCCC2)cc1
    0	-1.8%
Cc1ccc(C(=O)N2CCN(c3cc(=O)[nH]nc3-c3ccccc3)CC2)cc1
    ·	-2.0%
COc1ccc(CC(=O)NNC(=O)CCc2ccccc2)cc1
    16	-3.1%
COc1ccc(/C(O)=C2\C(=O)C(=O)N(CCN(C)C)C2c2cccc(OC)c2OC)cc1Cl (stereo unspecified)
    1	0.5%
O=C(CCCC(=O)OCC(=O)NC1CCCC1)Nc1ccccn1
    -9	-1.6%
O=C(NCCCCCCNC(=O)NCc1ccco1)NCc1ccco1
    8	·
CCCCOC(=O)Nc1ccc(C(=O)OC)cc1
    -13	7.8%
Cc1ccccc1NC(=O)Cc1nc(CCl)cs1
    ·	0.6%
Cc1ccccc1CN(c1ccc(C(=O)NCCC2=CCCCC2)cc1)S(C)(=O)=O
    -6	2.7%
COc1cccc(NC(=O)CN(C)C(C)C(=O)Nc2cc([N+](=O)[O-])ccc2Cl)c1 (stereo unspecified)
    0	-8.7%
O=P(C(=Nc1ccc(Cl)cc1)N1CCOCC1)(N1CCOCC1)N1CCOCC1
    ·	5.5%
O=C(COC(=O)c1ccccn1)Nc1ccc(S(=O)(=O)N2CCOCC2)cc1
    7	4.2%
CCN1C2=NCCCN2c2ccccc21
    ·	-3.1%
COc1ccc(/C=N/NC(=O)Cn2nnc3ccccc32)cc1OC
    34	1.5%
O=C(CNS(=O)(=O)c1cccs1)N1CCc2ccccc2C1
    ·	1.7%
COc1ccc(C2SCC(=O)N2CC23CC4CC(CC(C4)C2)C3)cc1 (stereo unspecified)
    14	-3.1%
COc1ccc(N2CC(NC(=O)NCCC(C)C)CC2=O)cc1 (stereo unspecified)
    91	4.2%
COc1ccc(/C=N/NC(=O)CN2CCSCC2)c(OC)c1
    ?	6.1%
Cc1ccccc1NC(=O)Cn1nnc2sc3c(c2c1=O)CC(C)(C)OC3
    14	-0.4%
Cc1ccc(-c2nnn(Cc3nc4ccccc4s3)n2)cc1
    -7	0.5%
O=C(CSc1ncn[nH]1)c1ccco1
    7	4.1%
Cc1cc(CN2CCCC(CNC(=O)c3ccc(F)cc3)C2)cc(C)c1O (stereo unspecified)
    ·	0.8%
Cn1cccc1/C=N/N1CCN(Cc2ccccc2)CC1
    -7	-0.5%

Remaining list, next part.
Compound | RmlCD inh 1536 | GlmU inhibition
CCN(CCCNC(=O)CC1Oc2ccc(C)cc2NC1=O)Cc1ccccc1 (stereo unspecified) | · | 7.6%
CC(C)(C)OC(=O)NCC(=O)N1CCC(C(=O)O)CC1 | 10 | 1.5%
Cc1cc(NC(=O)CSc2ccc(F)cc2)no1 | -12 | -1.4%
O=C(c1ccc(=O)oc1)N1CCN(C(c2ccccc2)c2ccccc2)CC1 | 8 | 6.2%
Cc1ccc(S(=O)(=O)NCC2CCC(C(=O)NCc3ccco3)CC2)cc1 (stereo unspecified) | 13 | 7.0%
COc1cc(/C=N/NC(=O)c2cccc(S(=O)(=O)N3CCCCC3)c2)cc(Br)c1O | -2 | -1.0%
CNC(=O)CSc1nc(-c2ccccc2)c(-c2ccccc2)[nH]1 | · | -0.8%
CCOC(=O)c1cc(C#N)c(SCC(=O)Nc2ccc(C(C)=O)cc2)[nH]c1=O | 4 | 8.6%
Cc1nn(C)c(C)c1S(=O)(=O)N1CCC(C(=O)NC(C)c2ccccc2)CC1 (stereo unspecified) | -12 | -1.5%
COc1ccc(NC(=O)NN(C(=O)c2ccccc2)C(C)(C)C)cc1 | 1 | 2.5%
Cc1onc(-c2c(Cl)cccc2Cl)c1/C(N)=N/OC(=O)C(C)(C)C | 13 | 0.2%
CC(=O)Nc1ccc(S(=O)(=O)NCC(=O)OCC(=O)N2CCCc3ccccc32)cc1 | 16 | 1.2%
COc1ccc(NC(=O)C2C3CCC4C(CCC32)C4(Cl)Cl)cc1 (stereo unspecified) | -8 | -2.8%
CCOC(=O)C1C(=O)C(C(C)=O)C(=O)CC1CC(C)SCC (stereo unspecified) | 9 | -1.9%
COc1ccc(-c2cn3cccnc3n2)cc1NS(=O)(=O)c1ccccc1 | -4 | -4.8%
CCCCn1c2nc3ccccc3nc2c2c(=O)n(-c3ccccc3)cnc21 | -6 | 0.6%
COC(=O)C1=C(C)NC=C([N+](=O)[O-])C1c1ccc(OC)cc1 (stereo unspecified) | 1 | 0.2%
CC1CC(=O)Nc2ccccc2N1C(=O)Nc1ccccc1 (stereo unspecified) | 5 | -6.9%
CCCCCCC1CC(CCC(=O)Nc2ccc([N+](=O)[O-])cc2)C(=O)O1 (stereo unspecified) | · | -3.0%
Nc1ncc(-c2ccccc2)c(-c2ccc(OCc3ccccc3)cc2O)n1 | 0 | -0.3%
Cc1cccc(C)c1NC(=O)CCCN1CC(C)OC(C)C1 (stereo unspecified) | · | 2.1%
CCOC(=O)c1cc(-c2nnc(-c3ccc(Oc4ccccc4)cc3)o2)c(C)nc1C | 11 | 8.2%
CCn1c(-c2c(Cl)c(C)nn2C)n[nH]c1=S | 0 | 2.2%
CCCc1cc(C(=O)N2CCC(N3CCC(C(=O)NC(C)C)CC3)CC2)n(C)n1 | -9 | 2.4%

Compounds listed so far that contain a COOH group:
Compound | RmlCD inh 1536 | GlmU inhibition
O=C(O)c1ccc(N=NN2CCCCCC2)cc1 | 0 | -1.8%
CC(C)(C)OC(=O)NCC(=O)N1CCC(C(=O)O)CC1 | 10 | 1.5%

Additional compounds:
Compound | RmlCD inh 1536 | GlmU inhibition
Cc1cc(NCc2ccccn2)n2nc(C)c(-c3ccccc3)c2n1 | 2 | -1.7%
CCN(CCO)Cc1csc2ccc(Cl)cc12 | · | 7.2%
CCOc1ccccc1C1SCC(=O)Nc2c1c(=O)[nH]n2C(CC)CC (stereo unspecified) | · | -3.5%
CNc1nc(OCCNC(=O)Nc2ccccc2)nc(N2CCOCC2)n1 | · | 0.3%
O=C(COC(=O)c1cccnc1Cl)c1cccc(Cl)c1 | · | 7.5%
O=C(O)c1cnc(-c2ccccc2)nc1Sc1cccc(Cl)c1 | -11 | 7.0%
Cc1ccc(CNC(=O)COC(=O)c2ccc(Br)cc2)cc1 | 4 | -6.4%
Cc1ccc(NC(=O)CN(C)C(=O)CCCN2C(=O)c3ccccc3C2=O)cc1 | · | -0.4%
O=C(Nc1ccccc1Cl)N1CCSc2ccccc21 | -6 | 2.4%
C=CCC(C(=O)c1ccccc1)[N+](C)(C)CC=C (stereo unspecified) | 7 | 1.9%
Cc1cc(C)n(C2CC(=O)N(c3ccccc3)C2=O)n1 (stereo unspecified) | · | -1.4%
CCOC(=O)N1CCN(c2ncnc3c2cnn3-c2ccc(Cl)cc2)CC1 | · | 1.9%

One compound at a time, from the list above. Order of values: RmlCD inh 1536	GlmU inhibition
CNc1nc(OCCNC(=O)Nc2ccccc2)nc(N2CCOCC2)n1 as listed: ·	0.3%
O=C(O)c1cnc(-c2ccccc2)nc1Sc1cccc(Cl)c1 as listed: -11	7.0%
O=C(COC(=O)c1cccnc1Cl)c1cccc(Cl)c1 as listed: ·	7.5%

(cont.)
Compound | RmlCD inh 1536 | GlmU inhibition
CC(C)CN1CCC(=O)N(CCSc2ccc(Br)cc2)CC1 | · | -2.5%
COc1ccc(CCn2c(SCC(=O)Nc3cc(C)on3)nc3ccsc3c2=O)cc1OC | -3 | ·
O=C(NCc1ccco1)C(c1ccncc1)N(CCC1=CCCCC1)C(=O)Cn1nnc2ccccc21 (stereo unspecified) | · | 0.8%
Cc1ccc(NC(=O)COC(=O)CCc2ccc(S(=O)(=O)N3CCOCC3)cc2)cc1C | -15 | -3.8%
CCOC(=O)C1=C(c2ccccc2)N=C2SCC(=O)N2C1c1ccc2c(c1)OCO2 (stereo unspecified) | 12 | 1.4%
CCCCC(=O)Nc1ccc(C(=O)c2ccccc2)cc1 | 16 | -6.1%
CCOC(=O)c1ccccc1NC(=O)c1ccccc1N(C)S(C)(=O)=O | 6 | ·
CCOC(=O)c1[nH]c(C)c(C(=O)NCCc2ccc(OC)cc2)c1C | -7 | -0.5%
NC(=O)N1CCc2ccccc21 | 3 | 4.8%
COc1ccc(-c2cnnc(N/N=C/C(C)=C/c3ccccc3)n2)cc1 | 13 | -7.4%
CC1(C)NC(=O)N(CC(O)CNC23CC4CC(CC(C4)C2)C3)C1=O (stereo unspecified) | · | 5.7%
Cc1ccccc1NC(=S)NN1CCN(C)CC1 | · | -4.3%
COc1ccc(Cn2nnnc2C(c2ccc(F)cc2)N2CCN(C3CCCC3)CC2)cc1 (stereo unspecified) | 13 | -4.1%
O=C(CCSc1nc(-c2ccco2)cc(C(F)(F)F)n1)NCCN1CCOCC1 | -7 | 0.2%
N#C/C(=C/c1ccc(N2CCCCC2)cc1)c1cccc(F)c1 | · | 2.4%
